EP2 antag – inhibitors of human EP2 prostaglandin E2 receptor. AID 1422. C6 glioma cells expressing human EP2, cAMP TR-FRET; cells stimulated with saturating PGE2. 260,000 tested, 0.52% active. P43116. inhibition, % at 25 µM;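 active means percent inhibition above 40 after rounding to a whole number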;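 further: rat C6 glioma host cells with rolipram phosphodiesterase inhibitor present; the protocol text gives 20 µM as final concentration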
Target sequence (P43116 whole entry, looked up): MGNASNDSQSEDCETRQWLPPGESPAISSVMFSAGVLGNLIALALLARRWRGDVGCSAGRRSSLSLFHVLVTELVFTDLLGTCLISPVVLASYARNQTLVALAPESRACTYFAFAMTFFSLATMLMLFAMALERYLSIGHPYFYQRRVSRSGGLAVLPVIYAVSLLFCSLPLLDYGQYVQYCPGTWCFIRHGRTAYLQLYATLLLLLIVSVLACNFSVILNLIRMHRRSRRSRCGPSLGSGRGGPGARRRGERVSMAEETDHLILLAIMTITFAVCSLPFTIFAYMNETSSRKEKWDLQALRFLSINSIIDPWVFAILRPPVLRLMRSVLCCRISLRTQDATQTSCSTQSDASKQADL
Calpain2 inh – calpain II (pig) inhibition; purified calpain II, fluorogenic peptide substrate, 30 min; inhibition, % at 16 µM; 220,000 tested, 0.37% active; AID 1236;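 active means inhibition above about 50%, limit read from the data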
Hck-Nef inh – blocks Nef-activated human Hck kinase; Recombinant Hck-YEEI plus Nef, Z-Lyte FRET kinase assay; inhibition, % at 20 µM; 220,000 tested, 0.68% active; AID 463187;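 active means Hck-Nef kinase inhibition above about 50%, limit read from the data; inactive means inhibition below that limit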;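 further: 0% = DMSO with Hck plus Nef and 100% = Hck alone without Nef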
Target sequence (P08631 whole entry, looked up): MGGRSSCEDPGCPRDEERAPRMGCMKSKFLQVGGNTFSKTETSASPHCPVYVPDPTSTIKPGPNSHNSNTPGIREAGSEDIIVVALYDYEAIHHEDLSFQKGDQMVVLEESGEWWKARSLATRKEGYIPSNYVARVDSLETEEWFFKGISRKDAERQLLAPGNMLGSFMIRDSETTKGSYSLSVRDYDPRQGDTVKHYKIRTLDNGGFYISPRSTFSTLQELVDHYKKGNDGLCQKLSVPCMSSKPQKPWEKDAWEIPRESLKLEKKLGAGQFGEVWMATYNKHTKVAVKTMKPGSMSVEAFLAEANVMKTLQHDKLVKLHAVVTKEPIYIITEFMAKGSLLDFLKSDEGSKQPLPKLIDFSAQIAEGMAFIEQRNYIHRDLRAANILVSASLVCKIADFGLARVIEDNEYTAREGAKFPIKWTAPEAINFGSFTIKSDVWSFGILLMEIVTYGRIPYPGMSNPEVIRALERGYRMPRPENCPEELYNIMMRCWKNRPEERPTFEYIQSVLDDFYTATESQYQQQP
14-3-3 Bad inh – disrupts binding of bovine 14-3-3 zeta to phospho-Bad peptide. inhibition, % at 21.7 µM. 220,000 tested, 0.71% active. TR-FRET 14-3-3zeta/Dy647-pBad peptide displacement, 1 h;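 active means inhibition above about 70%, limit read from the data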;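 further: 0% = full 14-3-3 plus peptide FRET controls and 100% = background without 14-3-3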
Tb hexokinase – blocks Trypanosoma brucei hexokinase 1 activity; inhibition, % at 10 µM; recombinant TbHK1, G6PDH-coupled NADH A340; 220,000 tested, 0.11% active; AID 1430;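 active means inhibition of 50% or more in the single-dose primary screen; inactive means inhibition below 50%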
eIF4E-4G inh – eIF4E/eIF4G interaction inhibition in translation initiation; TR-FRET eIF4E-eIF4GI(517-606) binding, 2 h; AID 782; 220,000 tested, 0.37% active; inhibition, % at 21.7 µM;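 active means inhibition above about 30%, limit read from the data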;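 further: 0% = full FRET control wells and 100% = background wells lacking eIF4GI fragment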
L929 necroptosis – blocks zVAD induced death of L929 cells. L929 zVAD necroptosis rescue, ATP luminescence, 24 h; with zVAD 60 µM. viability rescue, % at 10 µM. 220,000 tested, 0.38% active. AID 1377;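 active means activation, scaled between plate controls, above about 75%, limit read from the data; inactive means activation under that limit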;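 further: 0% = zVAD with DMSO and 100% = DMSO alone without zVAD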
EP2 mod – EP2 receptor (human) modulation; P43116; EP2-expressing cells, cAMP HTRF FRET, PGE2 co-stimulation; induction, % at 25 µM; 260,000 tested, 0.83% active;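 active means compounds whose cAMP rise, as percent of the full-agonist control response, exceeds 60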;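 further: rat C6 glioma line stably carrying human EP2 under a CMV promoter; the protocol text gives 20 µM as final concentration; 100% = response of wells given 1 µM PGE2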
Rad51 HR inh – Rad51 (human) homologous recombination inhibition; Q06609; hRad51 DNA strand exchange, fluorescence dequenching; inhibition, % at 10 µM; 200,000 tested, 0.085% active; AID 1385;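 active means inhibition above 40% at the single screening dose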;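 further: 0% = DMSO control wells and 100% = blanks with heterologous ssDNA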
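Test system: preformed human Rad51 ssDNA filaments; also added: Donor/quencher-labelled 47-bp dsDNA substrate; doses: 10 µM final, single point; times: 37 °C 15-min filament assembly, 30-min compound preincubation, 15-min exchange; detection: FRET fluorescence dequenching, excitation 485 nm, emission 520 nm; read-out basis: Fluorescence-based percent inhibition, control- and blank-normalised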
* marks the source's active call; other numbers are inactive results; i = inactive; x = not tested or not shown; [ ] = another dose, or the depositor's remark. This is a subset. The share of hits here may be higher or lower than overall.

1) Cc1cccc(NC(=O)NCc2ccccn2)c1
2) NC(=O)C1(N2CCCCC2)CCN(C(=S)Nc2cc(F)cc(F)c2)CC1
3) Cc1cc(C)c(S(=O)(=O)N2CCCOC2CNC(=O)C(=O)NCCCn2ccnc2)c(C)c1 (stereo not drawn)
4) Cc1nn(-c2ccccc2)c(C)c1/C=N/n1c(-c2ccc(C(C)(C)C)cc2)n[nH]c1=S
5) Cc1cc(C)cc(N(CC(=O)NCc2ccc3c(c2)OCO3)C(=O)CCC(=O)Nc2ccccn2)c1

assay / compound	1	2	3	4	5
EP2 antag	19	8	8	4	9
Calpain2 inh	11	6	-2	-65	0
Hck-Nef inh	-7	-13	2	-2	-1
14-3-3 Bad inh	-5	-2	-22	1	6
Tb hexokinase	4	-1	24	4	-2
eIF4E-4G inh	2	1	-3	-2	-2
L929 necroptosis	0.1	2.7	0.5	0.0	-0.2
EP2 mod	55	-25	7	27	27
Rad51 HR inh	-1	2	10	1	6

Individual results from the entries so far.
Result of `Cc1nn(-c2ccccc2)c(C)c1/C=N/n1c(-c2ccc(C(C)(C)C)cc2)n[nH]c1=S` under eIF4E-4G inh: -2
Result of `Cc1cc(C)c(S(=O)(=O)N2CCCOC2CNC(=O)C(=O)NCCCn2ccnc2)c(C)c1` (stereo not drawn) under 14-3-3 Bad inh: -22
Result of `NC(=O)C1(N2CCCCC2)CCN(C(=S)Nc2cc(F)cc(F)c2)CC1` under EP2 mod: -25
Result of `Cc1cc(C)cc(N(CC(=O)NCc2ccc3c(c2)OCO3)C(=O)CCC(=O)Nc2ccccn2)c1` under Tb hexokinase: -2
Result of `Cc1cccc(NC(=O)NCc2ccccn2)c1` under EP2 mod: 55

More results follow.
6) O=C(N/N=C/c1ccccc1OCc1ccccc1Cl)c1cccnc1
7) Cc1ccc(Nc2nc(Oc3ccc(=O)[nH]n3)nc(N(C)C)n2)cc1
8) Cc1ccc(SC(C)C(=O)NCc2cccnc2)cc1 (stereo not drawn)
9) C/C(=N\NC(=O)C(=O)Nc1cc(Cl)ccc1Cl)c1ccncc1
10) Cc1c(C2=CCN(S(=O)(=O)c3ccc(Br)cc3)CC2)c2ccccc2n1C

assay / compound	6	7	8	9	10
EP2 antag	12	13	16	8	7
Calpain2 inh	-5	-22	3	10	-5
Hck-Nef inh	4	14	-1	4	3
14-3-3 Bad inh	-13	25	25	-2[fluorescence artefact?]	-2
Tb hexokinase	-10	7	-3	24	28
eIF4E-4G inh	8	74*	-12	-3	-6
L929 necroptosis	-0.4	0.7	0.0	2.0	0.5
EP2 mod	-5	-3	12	6	-31
Rad51 HR inh	x	-3	-1	1	-40

11) COC(=O)c1ccc(OC)c(OC)c1Cl
12) CCOC(=O)Cc1csc(NC(=O)CSc2nnc(-c3ccncc3)n2Cc2ccco2)n1
13) CC1=NNC(=O)C1CCC(=O)N/N=C/c1ccccc1 (stereo not drawn)
14) Cc1ccc(-c2cn3nc(-c4ccccc4)c(-c4ccccc4)nc3n2)cc1
15) Cc1nccn1CC(=O)N/N=C/c1cccs1

assay / compound	11	12	13	14	15
EP2 antag	2	2	6	10	5
Calpain2 inh	14	x	13	0	-15
Hck-Nef inh	5	1	15	-24	6
14-3-3 Bad inh	1	x	-4	0	4
Tb hexokinase	4	-1	-4	1	-17
eIF4E-4G inh	-3	x	1	-2	-3
L929 necroptosis	-0.2	-0.1	2.1	-0.1	0.1
EP2 mod	-26	x	7	10	13
Rad51 HR inh	5	-1	-15	x	x

16) O=C(O)Cc1ccc(NCc2ccccc2Cl)cc1
17) CC(Oc1ccc(Cl)cc1Cl)c1ccnc(N)n1 (stereo not drawn)
18) Cc1ccc(CN2CCNC(=O)C2CC(=O)O)o1 (stereo not drawn)
19) Cc1cccc(NCC(=O)N/N=C\c2cccc(Oc3ccccc3)c2)c1
20) N=C(N)c1ccc(O)cc1

assay / compound	16	17	18	19	20
EP2 antag	4	3	4	5	6
Calpain2 inh	-2	24	15	-4	2
Hck-Nef inh	3	1	2	3	20
14-3-3 Bad inh	-5	2	9	-26[fluorescence artefact?]	-1
Tb hexokinase	-2	7	2	3	8
eIF4E-4G inh	-1	2	-3	0	2
L929 necroptosis	1.4	0.3	0.9	3.0	-3.6
EP2 mod	11	-5	-7	8	9
Rad51 HR inh	27	5	-5	-2	5

21) COCCN(Cc1ccccc1)C(=S)Nc1ccc(Cl)cc1
22) CN(C)/C=N/n1cnc2ccccc2c1=O
23) Cc1cc(C)c2c(C)nn(C3CCCCC3)c2n1
24) CC1=C(C)CC2C(=O)N(c3cccc4ccccc34)C(=O)C2C1 (stereo not drawn)
25) O=C(NCc1cccc(Cl)c1)c1cnn2c1NC(c1ccco1)CC2C(F)(F)F (stereo not drawn)

assay / compound	21	22	23	24	25
EP2 antag	5	6	5	6	12
Calpain2 inh	7	6	-14	5	6
Hck-Nef inh	28	-3	1	12	-2
14-3-3 Bad inh	-4	0	-2	2	1
Tb hexokinase	-4	-1	5	-1	-6
eIF4E-4G inh	1	-3	1	2	5
L929 necroptosis	-1.4	-0.4	-0.4	0.5	-0.1
EP2 mod	10	11	52	13	41
Rad51 HR inh	1	-10	9	0	3

26) O=C(CSCCc1ccccn1)Nc1ccccn1
27) O=C(Nc1ccc(S(=O)(=O)N2CCCCC2)cc1)c1ccc(CN2CCOCC2)cc1
28) COc1cccc(NC(=S)NCc2ccccn2)c1
29) COc1ccc(S(=O)(=O)NC2CCCCC2)c(C)c1C
30) O=C(NCCc1c[nH]c2ccccc12)c1c(Cl)nc2sccn12

assay / compound	26	27	28	29	30
EP2 antag	17	8	2	9	11
Calpain2 inh	15	-22	23	10	-9
Hck-Nef inh	9	-5	1	7	0
14-3-3 Bad inh	2	0	-2	0	1
Tb hexokinase	9	-5	-6	-1	1
eIF4E-4G inh	8	3	4	4	1
L929 necroptosis	0.2	-1.6	0.2	0.1	1.1
EP2 mod	1	-30	18	25	-13
Rad51 HR inh	5	-5	x	9	-2

31) Cc1sc2ncnc(NCCCN3CCCC3=O)c2c1C
32) COc1ccc(N2C(C)=CS/C2=C(/C#N)c2nnc(N3CCOCC3)n2-c2ccccc2)cc1
33) CN(C)CCCOC(=O)c1ccc(Cl)cc1Cl
34) O=C(c1ccco1)N1C(=O)c2cccc3c(S(=O)(=O)N4CCCC4)ccc1c23
35) O=C(Nc1nc2c(s1)CCc1ccccc1-2)c1cccs1

assay / compound	31	32	33	34	35
EP2 antag	3	1	9	10	16
Calpain2 inh	3	30	6	-173	-84
Hck-Nef inh	23	0	0	2	0
14-3-3 Bad inh	-8	84*	-7[fluorescence artefact?]	4	5
Tb hexokinase	-2	-44	-4	4	-2
eIF4E-4G inh	0	1	-2[fluorescence artefact?]	-2	5
L929 necroptosis	0.3	-0.3	0.0	-0.1	1.0
EP2 mod	1	10	6	13	-47
Rad51 HR inh	9	1	3	-3	-5

36) O=C(/C=C/c1ccc(F)cc1)c1cc(Br)ccc1O
37) Cn1c(=O)c2c(nc(Br)n2Cc2ccccc2Cl)n(C)c1=O
38) c1cncc(CNc2c3c(nc4nnnn24)CCCC3)c1
39) CCOC(=O)c1nnn(-c2nonc2N)c1CSc1ccc(C)cc1
40) COc1ccc(C(=O)CSc2nc(N)nc(SC)c2C#N)cc1

assay / compound	36	37	38	39	40
EP2 antag	4	7	11	6	8
Calpain2 inh	-2	-35	-2	26	46
Hck-Nef inh	16	1	-3	0	33
14-3-3 Bad inh	0	7	-7	3	38[fluorescence artefact?]
Tb hexokinase	-17	2	-1	-1	5
eIF4E-4G inh	3	-4	-2	2	-27[fluorescence artefact?]
L929 necroptosis	-0.6	0.0	4.6	1.3	-0.6
EP2 mod	-6	18	12	6	-9
Rad51 HR inh	18	-1	-9	-7	1

Three compounds from above, sorted by their value in EP2 mod, largest number first.
| nr | structure | Calpain2 inh | Hck-Nef inh | 14-3-3 Bad inh | Tb hexokinase | eIF4E-4G inh | EP2 mod |
| --- | --- | --- | --- | --- | --- | --- | --- |
| 37 | Cn1c(=O)c2c(nc(Br)n2Cc2ccccc2Cl)n(C)c1=O | -35 | 1 | 7 | 2 | -4 | 18 |
| 38 | c1cncc(CNc2c3c(nc4nnnn24)CCCC3)c1 | -2 | -3 | -7 | -1 | -2 | 12 |
| 40 | COc1ccc(C(=O)CSc2nc(N)nc(SC)c2C#N)cc1 | 46 | 33 | 38[fluorescence artefact?] | 5 | -27[fluorescence artefact?] | -9 |

Remaining list, next part.
41) COc1ccc(-n2c(O)c(/C=N/NS(=O)(=O)c3cccc([N+](=O)[O-])c3)c3ccccc3c2=O)cc1OC
42) Nc1cc(=O)[nH]c(SCC(=O)N2CCCCC2)n1
43) CCN(CC)C(=O)C1CCCN(C(=S)Nc2cccc3ccccc23)C1 (stereo not drawn)
44) Cc1nc2ccccc2c(=O)n1/N=C/c1ccccn1
45) COc1ccc(C2CC(c3ccccc3)=NN2S(=O)(=O)c2ccccc2)cc1 (stereo not drawn)

assay / compound	41	42	43	44	45
EP2 antag	6	8	10	1	9
Calpain2 inh	-458	-13	24	7	18
Hck-Nef inh	35	17	2	2	1
14-3-3 Bad inh	-10	2	14[fluorescence artefact?]	-3	-2
Tb hexokinase	-8	-8	-5	-4	-6
eIF4E-4G inh	1	-3	3	-4	-4
L929 necroptosis	2.6	-0.4	0.1	0.0	0.5
EP2 mod	25	8	7	26	28
Rad51 HR inh	i	-1	31	10	x

46) CC(=O)NC1(C(F)(F)F)C(=O)Nc2c1c(=O)[nH]c(=O)n2CC(C)C (stereo not drawn)
47) Cn1ncc(Cl)c1C(=O)Nc1nc2ccc(Cl)cc2s1
48) CN(N=Nc1cccc([N+](=O)[O-])c1)c1cccc([N+](=O)[O-])c1
49) Cc1ccc(S(=O)(=O)N2CCCCC2)cc1NC(=O)C1CCCO1 (stereo not drawn)
50) COc1ccc(NS(=O)(=O)c2cccc(NC(=O)c3ccc(Cl)nc3)c2)cc1

assay / compound	46	47	48	49	50
EP2 antag	7	10	9	5	4
Calpain2 inh	-30	-18	1	-47	23
Hck-Nef inh	0	5	-38	23	-10
14-3-3 Bad inh	-2	15[fluorescence artefact?]	-10	-6	-5
Tb hexokinase	-2	-9	-6	0	9
eIF4E-4G inh	-3	-6[fluorescence artefact?]	-5	1	1
L929 necroptosis	0.1	0.9	1.9	0.6	-0.4
EP2 mod	15	-29	27	0	-61
Rad51 HR inh	x	x	19	17	-5

51) O=C(c1ccc(S(=O)(=O)N2CCc3ccccc3C2)cc1)N1CCCCC1
52) COc1ccc(S(=O)(=O)N2CCOCC2)cc1NC(=O)[C@@H]1CCCN1C(=O)c1cccs1
53) CCOC(=O)C1C(=O)CC(O)(c2ccccc2)CC1c1ccccc1 (stereo not drawn)
54) O=C(NN=C1C2CC3CC(C2)CC1C3)c1ccccc1O
55) CCC(C)C(NC(=O)OCc1ccccc1)C(=O)OCN1C(=O)c2ccccc2C1=O (stereo not drawn)

assay / compound	51	52	53	54	55
EP2 antag	2	5	8	9	14
Calpain2 inh	-1	-37	33	-66	29
Hck-Nef inh	21	27	-1	19	1
14-3-3 Bad inh	-12	-6	-13	3	55[fluorescence artefact?]
Tb hexokinase	-2	-3	-2	-10	1
eIF4E-4G inh	1	3	1	-3	9[fluorescence artefact?]
L929 necroptosis	-1.0	-0.7	0.3	-0.3	0.1
EP2 mod	-45	13	31	-5	-4
Rad51 HR inh	-10	-7	-5	4	-6
